GASC-1 inh = inhibitors of human GASC-1 (JMJD2C) demethylase; AID 2099; 330,000 tested, 0.069% active; GST-JMJD2C(1-420) H3K9me3 demethylation, DELFIA europium; inhibition, % at 2.35 µM; Q9H3R0;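 active = more than half of a compound's replicate wells show inhibition beyond 50%, single wells judged on their own value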;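 also: signal counts dimethyl H3K9 product captured on neutravidin plate; 0% = median of DMSO wells and 100% = 0.3 times that DMSO median; strong numbers were not always called active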
Efflux pump mplx = blocks antifungal efflux pumps in multiplex yeast assay; inhibition, % at 10 µM; 330,000 tested, 0.44% active; S. cerevisiae Candida pump triplex, Nile Red efflux;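 active = plate passing quality check with inhibition over a set limit, or well fluorescence over plate mean plus 4 SD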;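 also: Nile Red retained in pooled yeast measured as flow cytometry median fluorescence; 0% = buffer negative control and 100% = Enniatin B positive control; higher means more Nile Red kept so more efflux inhibition; some compounds called inactive have numbers as strong as hits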
Fh CTSL1 inh = blocks F. hepatica cathepsin L1 in PFM18AAP counter-screen. recombinant F. hepatica cathepsin L1, Z-Leu-Arg-MCA fluorescence. 300,000 tested, 0.49% active. inhibition, % at 5.96 µM;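 active = inhibition above the mean of all tested compounds plus 3 SD, set per screening campaign, cut at about 17% in these data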;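 also: 0% = plate median of test compound wells and 100% = 1 µM Z-Phe-Ala-diazomethylketone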
HCV core dimer = HCV core protein dimerization inhibition; 300,000 tested, 0.33% active; TR-FRET GST/Flag-core106 dimerization, 1536-well; inhibition, % at 5 µM;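 active = inhibition above the mean of all tested compounds plus 3 SD, set per screening campaign, cut at about 45% in these data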
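Test system: GST/Flag-tagged HCV core106 proteins; Medium: KF-containing HEPES buffer, pH 7.45, DTT, CHAPS, BSA; Times: compound-protein-antibody incubation 4 h at 22.5 °C; Detection: TR-FRET 671 and 617 nm emission; Benchmarks: wells lacking GST-core106 and wells with excess unlabelled core106.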
PP5 inh = blocks human protein phosphatase 5 activity. P53041. purified PP5c, OMFP substrate fluorescence. inhibition, % at 6.7 µM. 320,000 tested, 0.18% active. AID 1987;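 active = inhibition above the campaign's mean inhibition across all tested compounds plus 3 SD, cut at about 9.5% in these data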;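 also: 0% = DMSO only and 100% = 100 µM cantharidin control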
Target sequence (P53041 whole entry, looked up): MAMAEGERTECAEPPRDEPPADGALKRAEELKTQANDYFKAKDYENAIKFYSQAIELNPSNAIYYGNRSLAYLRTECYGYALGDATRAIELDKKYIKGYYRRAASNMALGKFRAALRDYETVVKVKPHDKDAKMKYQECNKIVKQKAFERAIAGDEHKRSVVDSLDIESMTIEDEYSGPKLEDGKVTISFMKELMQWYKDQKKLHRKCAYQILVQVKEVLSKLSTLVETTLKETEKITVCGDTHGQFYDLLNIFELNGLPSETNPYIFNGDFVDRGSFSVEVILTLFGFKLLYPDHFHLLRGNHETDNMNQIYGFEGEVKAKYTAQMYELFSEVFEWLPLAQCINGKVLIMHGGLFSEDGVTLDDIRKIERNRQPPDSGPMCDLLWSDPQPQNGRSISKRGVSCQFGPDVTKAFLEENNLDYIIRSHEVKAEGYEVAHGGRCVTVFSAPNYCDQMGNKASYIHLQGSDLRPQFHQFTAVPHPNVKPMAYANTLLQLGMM
PP1 counter = counter-screen for PP5 inhibitors: inhibitors of human PP1-alpha; purified PP1alpha, OMFP fluorescence; inhibition, % at 6.7 µM; 320,000 tested, 0.9% active;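 active = inhibition above the mean inhibition of all tested compounds plus 3 SD, computed separately for each screening campaign, cut at about 15% in these data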
Target sequence (P62136 whole entry, looked up): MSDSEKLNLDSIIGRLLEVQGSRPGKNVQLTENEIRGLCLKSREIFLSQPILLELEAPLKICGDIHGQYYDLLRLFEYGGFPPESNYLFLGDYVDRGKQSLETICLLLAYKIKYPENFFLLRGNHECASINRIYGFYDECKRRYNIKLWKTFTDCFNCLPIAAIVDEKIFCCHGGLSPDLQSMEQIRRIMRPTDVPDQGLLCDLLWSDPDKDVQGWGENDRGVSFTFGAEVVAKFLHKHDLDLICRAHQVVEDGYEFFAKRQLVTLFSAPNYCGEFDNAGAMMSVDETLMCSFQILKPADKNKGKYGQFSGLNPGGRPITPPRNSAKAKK
TPT1 inhibitor = blocks Candida albicans tRNA 2'-phosphotransferase; inhibition, % at 5 µM; recombinant caTPT1, FP RNA substrate dephosphorylation; 300,000 tested, 0.81% active; AID 1962;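 active = inhibition above the mean of all tested compounds plus 3 SD, set per screening campaign, cut at about 24% in these data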;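 also: plate controls were DMSO alone for no effect and ferristatin control at 100 nM for full effect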
proCasp3 act = activates human procaspase-3; activation, % at 8.5 µM; 330,000 tested, 0.11% active; recombinant procaspase-3 D3A, Ac-DEVD-pNA absorbance 405 nm; P42574;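 active = activation above the mean of all tested compounds plus 3 SD, cut at about 21% in these data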;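 also: 0% = DMSO alone and 100% = DMSO wells spiked with extra 5 µM PC-3 D3A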
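Compound: 8.5 µM single point, 0.8% DMSO / Material: Autoprocessing-dead procaspase-3 D3A mutant enzyme / Timing: 1 h preincubation plus 2 h reaction at 25 °C / Medium: Zinc-free HEPES/NaCl buffer with 0.01% Triton X-100 at pH 7.4 / Technique: 405 nm absorbance of p-nitroaniline, reads at 0 and 120 min / Repeats: one well per compound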
proCasp7 act = activates human procaspase-7, counter-screen for procaspase-3 activators. 330,000 tested, 0.093% active. AID 463210. activation, % at 8.5 µM. recombinant procaspase-7, Ac-DEVD-pNA absorbance 405 nm; D23A/D198A/D206A triple mutant, cannot self-cleave; scale: DMSO 0, 5 µM enzyme 100;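 active = percent activation above the screen-wide mean plus 3 SD, cut at about 25% in these data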
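Replicates: singlicate. Assay system: Procaspase-7 triple mutant (PC-7 D3A). Signal: 405 nm absorbance of p-nitroaniline. Times: 1 h preincubation, 2 h reaction. Buffer or medium: Zinc-free HEPES pH 7.4 with 300 mM NaCl, 0.01% Triton X-100. Also added: DEVD-pNA substrate. Benchmarks: DMSO wells as 0%, DMSO with 5 µM added PC-7 as 100%.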
Active calls of the source: *; . = no result given.

SMILES | GASC-1 inh | Efflux pump mplx | Fh CTSL1 inh | HCV core dimer | PP5 inh | PP1 counter | TPT1 inhibitor | proCasp3 act | proCasp7 act
Cc1cc(NC(=O)C(C)SCC(=O)OC(C)C(=O)Nc2ccc(F)cc2Cl)no1 (stereo not given) | 0 | 0.0 | -5 | -3 | -0.6 | -5 | -1 | 12 | -7
COC(=O)c1ccc(C(=O)OC)c(NC(=O)CS(=O)(=O)Cc2ccccc2)c1 | -18 | 0.0 | 0 | 5 | 0.4 | -3 | -1 | -3 | -6
CON=C1CCN(c2ncc(C(F)(F)F)cc2Cl)CC1 | 0 | 0.0 | -4 | -7 | 1.0 | -1 | -2 | 5 | 12
CCOC(=O)c1cc2c(C(F)(F)F)cc(-c3cccnc3)nc2o1 | 3 | -0.1 | 0 | -3 | -0.1 | 1 | -4 | 4 | -2
Cc1c(C(=O)N2CCC(n3nccc3NC(=O)C3CC3)CC2)[nH]c2ccc(Cl)cc12 | 5 | -0.1 | -2 | -4 | -0.7 | -1 | 2 | 3 | 13
Cc1nc(Cl)sc1C(=O)Nc1cccc(Cl)c1 | -16 | 0.5 | 4 | -4 | 1.3 | 0 | 3 | 3 | 5
N=C1C(c2nc(-c3ccc(F)cc3)cs2)=C(O)CN1Cc1ccc(Cl)cc1 | 2 | 0.0 | -2 | 18 | 0.8 | 4 | 3 | 5 | -2
COc1cccc(OCC(O)CN2CC(C)CC(C)C2)c1 (stereo not given) | -4 | 0.2 | 1 | 2 | 2.2 | -1 | 0 | -8 | -7
CC(NC(=O)COc1ccc(N(C)S(=O)(=O)c2ccccc2)cc1)c1ccccc1 (stereo not given) | -2 | 0.3 | -3 | -5 | 3.2 | 6 | -1 | -3 | 1
O=C(Nc1nnc(SCC(=O)N2CCOCC2)s1)c1ccccc1 | -30 | 0.0 | 0 | 2 | -0.1 | -1 | -2 | 9 | -4
Cc1ccc(N(C(=O)c2ccco2)C(C(=O)NC2CCCC2)c2cccnc2)cc1C (stereo not given) | 12 | 0.2 | -1 | 8 | 4.6 | -1 | -1 | -7 | -6
COc1nccc(C(F)(F)F)c1C(=O)NC(=O)Nc1c(C)cccc1C | 4 | 0.0 | 4 | -1 | -3.2 | -5 | 0 | 2 | 11
O=C(Nc1ccc(Nc2ccccc2)cc1)c1ccc(Br)cc1 | -13 | 0.0 | -1 | -1 | 2.5 | -2 | -2 | 10 | 3
Cc1cccc(N(C(=O)Cc2cccs2)C(C(=O)NCc2ccco2)c2ccncc2)c1 (stereo not given) | 3 | 0.0 | 0 | 1 | 3.5 | -4 | -4 | 2 | 9
O=C(CCc1ccccc1)NNC(=O)c1ccccn1 | -7 | -0.1 | 0 | 11 | 0.2 | -1 | 1 | 5 | 2

Two compounds from above with just HCV core dimer, proCasp7 act and TPT1 inhibitor.
Molecule	HCV core dimer	proCasp7 act	TPT1 inhibitor
COC(=O)c1ccc(C(=O)OC)c(NC(=O)CS(=O)(=O)Cc2ccccc2)c1	5	-6	-1
O=C(Nc1ccc(Nc2ccccc2)cc1)c1ccc(Br)cc1	-1	3	-2

(continued)
SMILES | GASC-1 inh | Efflux pump mplx | Fh CTSL1 inh | HCV core dimer | PP5 inh | PP1 counter | TPT1 inhibitor | proCasp3 act | proCasp7 act
CCOc1cc(C2C(C#N)=C(N)Oc3n[nH]c(C)c32)ccc1OCCN1CCOCC1 (stereo not given) | -3 | -0.1 | 0 | -10 | 0.7 | 0 | -5 | 2 | 1
COc1ccc(Cn2nc(C(=O)O)c3ccccc3c2=O)cc1F | -14 | -0.2 | 1 | 1 | 0.6 | 2 | -4 | 4 | 3
Cc1nc(C)c(C(=O)N/N=C/c2cc(Br)ccc2O)s1 | 0 | -0.1 | -1 | -4 | 3.4 | 0 | 24 | -20 | -23
C=CCNc1nnnc2c1sc1nc(N3CCOCC3)c3c(c12)CCCC3 | 0 | 0.0 | 0 | 2 | 1.3 | 5 | -3 | 1 | -1
O=C(C1CCN(S(=O)(=O)c2ccc(-n3cnnn3)cc2)CC1)N1CCCCC1 | -5 | 0.0 | 0 | 7 | -1.2 | -1 | -1 | -7 | -11
CC(=O)N1CCN(c2ccc(NC(=O)c3ccccc3Br)cc2Cl)CC1 | 16 | 0.1 | -4 | 3 | 2.1 | -3 | 6 | -5 | 3
Cc1nn(C(=O)c2ccccc2)c2c1C(=O)CC(C)(C)C2 | -1 | 0.1 | -3 | -1 | 0.7 | -1 | 0 | 5 | -6
CCOC(=O)c1nc(N)sc1C(=O)OCC | -9 | 0.0 | -3 | -2 | -0.5 | -6 | -3 | -4 | 3
CN1CCN(c2ccccc2NC(=O)c2ccc([N+](=O)[O-])o2)CC1 | -10 | 0.2 | 9 | -2 | -0.6 | 5 | 3 | -2 | -10
CCn1c(SCC(=O)c2ccc3c(c2)OCCO3)nnc1C(C)C | 18 | -0.1 | -3 | -11 | -0.2 | -1 | -1 | -3 | 4
Cc1ccccc1/C=C/C1=NCCN1 | . | 0.0 | 2 | -7 | 4.9 | 1 | 1 | 2 | 15
COc1cccc(NC(=O)CSc2nnc(NC(=O)C3CCC3)s2)c1 | 5 | -0.3 | 2 | -10 | 2.9 | 5 | -3 | 9 | 5
COc1ccc(C(=O)O)cc1NC(=S)NC(=O)C(c1ccccc1)c1ccccc1 | -2 | -0.1 | 7 | 18 | -2.0 | 9 | 1 | -12 | 5
COc1ccc(CN2CCN(Cc3ccccc3F)CC2)cc1OC | 3 | -0.1 | -2 | 9 | -0.6 | 0 | 3 | 6 | -5
CCOC(=O)c1[nH]c2ccc(OC)cc2c1NC(=O)CN1CCN(c2ccccn2)CC1 | 46 | 0.1 | 2 | 3 | 2.2 | -2 | 0 | -7 | -4
COc1ccc(S(=O)(=O)N(C)C)cc1NC(=O)CSc1nc(N)cc(N)n1 | -2 | -0.1 | -4 | -2 | 0.6 | -3 | 3 | 4 | 4
COCC(C)n1c(SCC(=O)N2CCc3ccccc3C2)nc2ccccc2c1=O (stereo not given) | -4 | -1.1 | 2 | -5 | -4.0 | -1 | -5 | 10 | 3
O=C(c1cc(C(=O)c2ccco2)cc(C(=O)c2ccco2)c1)c1ccco1 | -6 | 0.0 | 8 | 17 | 0.8 | 0 | 1 | 11 | 1
CCOC(=O)C1=NN(C(=O)c2ccc(OC)cc2)C(O)(c2ccc(Cl)cc2)C1 (stereo not given) | -6 | 0.0 | 1 | 6 | 4.1 | 2 | 1 | 0 | 0
COc1ccc(C(=O)OCC(=O)NC(C)CCc2ccccc2)c(OC)c1 (stereo not given) | 29 | 0.0 | 16 | -15 | -3.1 | 1 | -2 | -5 | -10
COc1ccc(CCC(=O)N2CCN(c3ccc([N+](=O)[O-])cc3)CC2)cc1OC | 2 | -0.2 | 4 | 5 | 0.6 | -3 | 4 | -2 | -9
COc1ccc(C(=O)NCCS(=O)(=O)NC(C)c2ccccc2)cc1 (stereo not given) | -5 | -0.1 | 3 | 1 | -1.0 | -4 | -3 | 6 | 8
COc1cc(NC(=O)C2CC2C)c(C(=O)O)cc1OC (stereo not given) | -6 | 0.0 | 0 | -3 | -0.3 | 3 | 0 | 0 | 4
CCCC(=O)c1c(NCCO)cc(C)oc1=O | -2 | -0.1 | -1 | 4 | -2.9 | -3 | -3 | 1 | -3
COc1cc(C2=NOC(C(=O)N3CCCc4ccccc43)C2)cc(OC)c1OC (stereo not given) | -5 | 0.1 | 4 | 3 | 2.3 | -2 | 1 | 3 | -12
O=C(c1ccco1)N1CCN(CCOc2ccccc2)CC1 | 7 | 0.0 | -7 | 2 | 1.6 | -3 | -4 | 3 | 2
O=C(COC(=O)c1ccco1)Nc1ccc2c(c1)OCCO2 | 12 | 0.4 | -8 | 1 | -1.1 | -3 | -1 | 1 | 6
CCC(C)NC(=O)c1ccc(C(=O)c2ccccc2)cc1 (stereo not given) | 55 | -0.1 | 0 | 3 | -2.8 | -6 | -1 | 1 | -3
O=C(NNc1ncnc2c1cnn2-c1cccc(Cl)c1)c1ccco1 | 4 | 0.2 | -4 | -4 | 3.5 | -2 | 5 | -2 | 7
CCC1(c2ccccc2)NC(=O)N(CC(=O)N(c2ccccc2)C2CCS(=O)(=O)C2)C1=O (stereo not given) | 1 | -0.1 | . | . | . | . | . | -3 | 4
CC(C)(C)C1CCC2(CC1)NC(=S)N(c1ccccc1)N2 (stereo not given) | 38 | 0.1 | 0 | 2 | 3.5 | -3 | -2 | -12 | -11
CC1CN(c2cc(=O)n(-c3cccc(Br)c3)c(=O)[nH]2)CC(C)O1 (stereo not given) | 3 | 0.0 | -4 | -2 | 2.4 | -4 | -3 | -8 | -11
CCC(CC)C(=O)NCCc1ccc(F)cc1 | -1 | -0.1 | -1 | 0 | 0.1 | -2 | -3 | 4 | 10
CCCCNC(=O)NCc1cnn(C)c1C | 0 | -0.1 | 0 | 5 | 1.2 | -4 | -1 | 0 | -3
COc1ccc(NC(=O)c2ccc3[nH]c(C)c(C)c3c2)c(OC)c1 | -5 | 0.2 | 1 | 5 | 2.9 | 1 | -3 | -4 | -10
COc1ccc(S(=O)(=O)N2CC=C(C(=O)Nc3ccc(NC(C)=O)cc3)CC2)cc1 | 13 | -0.1 | -2 | 3 | -0.6 | -2 | 1 | -7 | 0
NC(=O)c1ccsc1NC(=O)c1ccc(N2CCCC2=O)cc1 | 4 | -0.1 | -2 | 22 | -1.9 | 3 | 4 | 5 | 11
CCOc1ccc(C(C)NC(=S)NC2CCCCC2)cc1 (stereo not given) | 3 | -0.1 | 3 | -2 | -0.5 | 2 | 0 | -3 | 4
C[C@H]1CN([C@@H](C)CO)C(=O)Cc2cc(NS(C)(=O)=O)ccc2O[C@@H]1CN(C)CC1CC1 | 9 | -0.3 | . | . | . | . | . | 5 | 1
CCc1ccccc1N(CC(=O)NC(C)(C)C)C(=O)CCC(=O)Nc1ccccn1 | 8 | 0.1 | 0 | -8 | 5.0 | 2 | 0 | 3 | 1
CC(C)[C@H](NC(=O)N1c2ccccc2NC(=O)[C@@H]1C(C)C)C(=O)N1CCC(C(=O)O)CC1 | 2 | 0.1 | 3 | 0 | -2.1 | -1 | -2 | 1 | 4
CCCc1cc(=O)[nH]c(SCC(=O)Nc2ccc(OCc3ccccc3)cc2)n1 | -1 | -0.1 | . | . | 4.2 | 6 | . | -3 | -8
Cc1cc(N2C(=O)C(O)=C(C(=O)c3ccco3)C2c2ccc(Cl)cc2)no1 (stereo not given) | 6 | -0.2 | 3 | 4 | 0.6 | 20* | 0 | -8 | -29

Source: PubChem BioAssay (several laboratories)

Hits appear at their usual frequency. About 2.9% of those tested had a hit in this group.
